High-throughput results: PubChem BioAssay, Sanford-Burnham Center for Chemical Genomics
mouse IAP activators: activators of mouse IAP, confirmation, biochemical, luminescence, single concentration (AID 434970); 11,000 tested, 2.9% active; purified mouse IAP, CDP-Star luminescence, 30 min; stronger effect = lower value; activity change, negative = activation, % at 10 µM; in the data active = activity change below about -85%;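 note: percent relative to enzyme plus DMSO wells and wells without enzyme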
mouse IAP activators Fold change: second read-out of mouse IAP activators, no call of its own (marks repeat the call); activation factor; measured here: IAP activation factor; stronger effect = higher value;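 fold luminescence change scaled to plate control wells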
Active calls of the source: *. Not all compounds are listed. The share of hits here may be higher or lower than overall.

[1] O=C(O)Cn1cc(/C=C2\C(=O)NC(=O)N(Cc3ccco3)C2=O)c2ccccc21
[2] Nc1nonc1C(=O)N/N=C/c1ccc([N+](=O)[O-])o1
[3] ClCCNc1nc2ccc(Cl)cc2[nH]1
[4] O=P1(NC2CCCC2)COc2ccccc2OC1
[5] CCOc1ccc2nc(N3CCC(C(=O)N4CCC5(CC4)OCCO5)CC3)sc2c1
[6] NS(=O)(=O)c1ccc(-c2ccc(C=C3C(=O)NC(=S)NC3=O)o2)cc1
[7] CCC(=O)N1c2ccc(S(=O)(=O)CCC(=O)N3CCC4(CC3)OCCO4)cc2CC1C (stereo not given)
[8] CC(=NCc1ccco1)c1c(O)n(Cc2ccccc2)c(=O)[nH]c1=O

| compound no. | 1 | 2 | 3 | 4 | 5 | 6 | 7 | 8 |
| --- | --- | --- | --- | --- | --- | --- | --- | --- |
| mouse IAP activators | 57.9 | 72.4 | 3.9 | 6.2 | 3.0 | 72.1 | -6.9 | 6.0 |
| mouse IAP activators Fold change | 0.421 | 0.276 | 0.962 | 0.939 | 0.97 | 0.279 | 1.07 | 0.94 |

Gathered by group: the entries above with sulfur (3)
[5] CCOc1ccc2nc(N3CCC(C(=O)N4CCC5(CC4)OCCO5)CC3)sc2c1
[6] NS(=O)(=O)c1ccc(-c2ccc(C=C3C(=O)NC(=S)NC3=O)o2)cc1
[7] CCC(=O)N1c2ccc(S(=O)(=O)CCC(=O)N3CCC4(CC3)OCCO4)cc2CC1C (stereo not given)

| compound no. | 5 | 6 | 7 |
| --- | --- | --- | --- |
| mouse IAP activators | 3.0 | 72.1 | -6.9 |
| mouse IAP activators Fold change | 0.97 | 0.279 | 1.07 |

Whole records, looked up by structure. Order of screens: mouse IAP activators | mouse IAP activators Fold change
Listed for `CCC(=O)N1c2ccc(S(=O)(=O)CCC(=O)N3CCC4(CC3)OCCO4)cc2CC1C` (stereo not given) → -6.9 | 1.07
Listed for `O=C(O)Cn1cc(/C=C2\C(=O)NC(=O)N(Cc3ccco3)C2=O)c2ccccc21` → 57.9 | 0.421

The results go on:
[9] CN1C(=O)NC(=O)/C(=C/c2ccc([N+](=O)[O-])s2)C1=O
[10] CCc1ccc(N2C(=O)NC(=O)C(Cc3ccc(OC)cc3OC)C2=O)cc1 (stereo not given)
[11] COc1ccc(N2C(=O)/C(=C/c3ccco3)C(=O)NC2=S)cc1
[12] COc1ccc(-n2c(O)c(C=NCCCn3ccnc3)c(=O)[nH]c2=O)cc1
[13] CN1C(=O)NC(=O)/C(=C/c2ccc([N+](=O)[O-])o2)C1=O
[14] COc1ccc(CCn2c(O)c(C=NC3CC3)c(=O)[nH]c2=O)cc1OC
[15] CCN1/C(=C\C=C\C2=[N+](CC)c3ccccc3C2(C)C)C(C)(C)c2ccccc21

| compound no. | 9 | 10 | 11 | 12 | 13 | 14 | 15 |
| --- | --- | --- | --- | --- | --- | --- | --- |
| mouse IAP activators | 44.9 | -5.6 | 43.2 | 11.7 | 41.5 | -12.2 | 23.0 |
| mouse IAP activators Fold change | 0.55 | 1.06 | 0.568 | 0.883 | 0.585 | 1.12 | 0.77 |
